# D2 PAM = positive allosteric modulators of human D2 dopamine receptor. P14416. HEK293 T-REx D2, calcium flux, EC20 dopamine potentiation. potentiation, % at 10 µM. 0.34% of 340,000 active;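 active means potentiation over 3 SD above the plate norm, cut at about 30% in these data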; further: 0% is about no effect
#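 Cells plated with tetracycline inducer and held overnight at 30 C; calcium dye loaded 30–90 min at room temperature; baseline taken, compound added and read 180 s; EC20 dopamine then added and read 180 s.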
# D2 antag = antagonizes the human D2 dopamine receptor | P14416 | HEK293 TREx D2 cells, calcium flux, dopamine EC80 | inhibition, % at 10 µM | 2% of 340,000 active | AID 485344; in the data active means inhibition above about 30%; further: 0% is about no effect
#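 HEK293 T-REx D2 cells, tet-induced, calcium dye no-wash. Cpd pintool add, 180 s kinetic, then EC80 DA, 180 s kinetic. Ca flux read.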
# D1 antag = antagonists of human D1 dopamine receptor | HEK293 TREx D1 cells, calcium flux, dopamine EC80; hits give low values | activity change, negative = inhibition, % at 10 µM | P21728 | 3.2% of 360,000 active | AID 504652; in the data active means activity change below about -30%; further: on the % scale 0 is the no-effect control and ±100 the full control effect
# Target sequence (P21728 whole entry, looked up): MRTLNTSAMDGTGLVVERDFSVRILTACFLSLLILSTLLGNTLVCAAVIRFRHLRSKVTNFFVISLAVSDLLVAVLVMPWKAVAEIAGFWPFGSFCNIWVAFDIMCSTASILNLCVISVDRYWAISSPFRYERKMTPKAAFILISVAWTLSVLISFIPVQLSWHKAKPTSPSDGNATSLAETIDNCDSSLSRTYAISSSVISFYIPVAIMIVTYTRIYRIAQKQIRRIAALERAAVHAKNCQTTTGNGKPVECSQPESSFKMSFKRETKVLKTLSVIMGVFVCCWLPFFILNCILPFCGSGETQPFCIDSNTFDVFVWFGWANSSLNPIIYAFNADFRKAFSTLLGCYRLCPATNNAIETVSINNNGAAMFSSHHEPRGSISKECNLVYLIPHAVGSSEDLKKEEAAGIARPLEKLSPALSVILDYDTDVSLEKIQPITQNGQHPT
#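 Antagonism measured as reduced calcium response to an EC80 dopamine addition following 180 s compound pre-read; cells were inducible HEK293 Trex D1 plated overnight at 30 C, read kinetically at 1 cycle/sec.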
# D1 agonist = human D1 receptor agonism; 1% of 360,000 active; HEK293 T-REx D1 cells, calcium flux, agonist mode; AID 504660; activation, % at 2 µM; further: 0% is about no effect
#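 Inducible HEK293 T-REx D1 cells, force-coupled to calcium signalling, were plated at 4000 cells/well with tetracycline and held overnight at 30 C. After no-wash calcium dye loading, compound-evoked calcium rise over 180 s flagged agonists.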
# TRHR PAM = TRH receptor (human) allosteric enhancement. enhancement, % at 2 µM. TRHR cells, fluo-8 calcium fluorescence, EC20 TRH enhancement. 0.66% of 360,000 active. P34981; in the data active means enhancement above about 30%; further: 0% is about no effect
# Target sequence (P34981 whole entry, looked up): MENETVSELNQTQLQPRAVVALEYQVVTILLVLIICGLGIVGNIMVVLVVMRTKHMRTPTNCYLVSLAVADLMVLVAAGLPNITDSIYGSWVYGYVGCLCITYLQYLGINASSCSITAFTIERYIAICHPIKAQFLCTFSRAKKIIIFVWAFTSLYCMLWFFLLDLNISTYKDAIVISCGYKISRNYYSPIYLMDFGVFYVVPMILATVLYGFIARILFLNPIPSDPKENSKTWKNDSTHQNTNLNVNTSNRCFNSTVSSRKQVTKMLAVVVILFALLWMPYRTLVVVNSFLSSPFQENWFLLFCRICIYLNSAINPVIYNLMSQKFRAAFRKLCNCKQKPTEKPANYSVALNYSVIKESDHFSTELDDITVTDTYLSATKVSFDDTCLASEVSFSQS
#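 Enhancer read-out: after compound pinning and an initial kinetic agonist-mode read, an EC20 of TRH (10 nM final) was injected and fluo-8 calcium signal (Ex 480/Em 530) followed at 1 s/cycle for 100 cycles in TRHR-expressing cells.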
# TRHR agonist = agonists of human TRH receptor. P34981. TRHR cells, calcium flux fluo-8, FDSS agonist mode. activation, % at 2 µM. 0.18% of 360,000 active. AID 493084; further: 0% is about no effect
#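 Agonist-mode FDSS calcium read (Ex 480/Em 530, 1 s cycles) in 1536-well TRHR cells with fluo-8 dye, after 10-cycle baseline and 23 nL compound addition; TRH at EC20 (10 nM final) added afterwards for the enhancer phase.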
# RXFP1 antag = antagonists of human relaxin receptor RXFP1; Q9HBX9; HEK293-RXFP1, relaxin-stimulated cAMP HTRF, 30 min; hits give low values; activity change, negative = inhibition, % at 57.5 µM; 0.59% of 350,000 active;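 active means activity change of -60% or lower, but not beyond a set lower limit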; further: on the % scale 0 is the no-effect control and ±100 the full control effect
# D1 PAM = enhances dopamine response at the human D1 receptor. P21728. HEK293 TREx D1 cells, calcium flux, dopamine EC20 potentiation. potentiation, % at 10 µM. 0.036% of 360,000 active. AID 504651; in the data active means potentiation above about 30%; further: 0% is about no effect
# D2 ag = activates the human D2 dopamine receptor. P14416. HEK293 T-REx D2 cells, calcium flux agonist mode. activation, % at 2 µM. 0.53% of 340,000 active. AID 485358;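 active means activation over 3 SD above normal in the single-dose calcium agonist read, cut at about 30% in these data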; further: 0% is about no effect
#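 Agonism scored from kinetic calcium signal (1 read/sec, 180 s) following compound pin transfer, after a 10 s baseline. Cells: HEK293 Trex line expressing inducible D2 receptor coupled to calcium, dye-loaded after overnight culture at 30 C.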
# * = called active by the depositor; x = no result given. Unless noted, no stated cut-off is given here; in the data, active means activation above about 30%; inactive means the rest.
SMILES,D2 PAM,D2 antag,D1 antag,D1 agonist,TRHR PAM,TRHR agonist,RXFP1 antag,D1 PAM,D2 ag
CCOC(=O)c1ccc(N2C(=O)c3n[nH]c(C)c3C2c2ccc(OCC)cc2)cc1 (configuration not stated),3.2,x,9.9,29.0,14.9,0.8,x,1.6,-0.1
CCOC(=O)N1CCC(NC(=S)Nc2ccc3nc(N4CCN(CC)CC4)cc(C)c3c2)CC1,x,x,-17.7,4.7,-0.9,0.4,15.2,-3.9,x
COc1cc(CC(=O)NNC(=O)c2cc(C)oc2C)cc(OC)c1OC,4.3,5.2,12.3,1.3,3.9,-0.7,0.2,-6.5,0.8
COc1ccc(C(=O)NCCn2ccc3ccccc32)cc1OC,0.9,1.8,-14.7,2.1,-3.1,-0.3,8.9,-3.8,-0.4
CN(C)c1ccc(/C=C/c2cccc[n+]2[O-])cc1,6.7,0.1,6.6,4.5,-4.4,4.1,-5.1,-0.8,4.4
Cc1c(C(=O)OCC(=O)N2CCC(C)CC2)oc2ccccc12,-5.5,27.3,-17.0,0.2,4.0,-0.2,-7.9,-8.0,0.8
O=C(NN1CCOCC1)c1cc(-c2cccc(Cl)c2)nc2ccccc12,-2.4,-8.7,6.0,2.0,-9.5,-0.4,9.1,-5.5,-0.3
Cc1cccc(N(CC(=O)NCc2ccccc2)C(=O)Cn2nnc(-c3ccc(C)o3)n2)c1,-2.9,1.1,0.7,1.8,-1.5,-0.5,-13.6,-11.3,-0.3
COc1cccc(C(=O)Nc2cc(-c3ccccc3)nn2-c2ccccc2)c1,-5.8,x,0.2,0.2,-0.6,0.2,x,2.3,-0.4
O=C(Nc1ccc(F)cc1)N1CCN(C(=O)c2nsc3ccccc23)CC1,4.1,x,5.4,-0.4,-3.6,-0.5,-8.8,-0.2,0.7
CCCCn1c(SCC(=O)Nc2ccc3c(c2)CCC3)nc2ccccc2c1=O,14.2,-3.0,-10.5,3.6,6.6,-0.3,-6.8,-0.1,-1.4
CCc1nnc(NC(=O)CCC(=O)Nc2ccc(OC)cc2OC)s1,-0.2,-3.5,8.1,0.9,7.0,-0.7,10.5,-1.4,0.2
Cc1ccc(CCCOC(=O)C[N+]2(C)CCCCC2)cc1,-0.9,-10.2,2.5,1.3,4.7,0.4,4.4,-7.0,-0.8
COc1ccc(C(=O)c2ccc([N+](=O)[O-])cc2)cc1S(=O)(=O)N1CCC(C(=O)O)CC1,-17.1,3.4,10.7,5.0,9.1,0.5,11.8,-3.6,0.2
COc1ccc2nc(CC(C)(C)CC(=O)O)c[n+]([O-])c2c1,23.4,7.1,4.8,0.7,0.5,-0.4,-2.9,-4.0,1.1
COc1cccc(C2CC(C(F)(F)F)n3nc(C(=O)NCc4cccnc4)cc3N2)c1 (configuration not stated),9.1,13.7,-14.3,2.3,12.8,1.7,-7.2,-1.3,1.0
CCOc1ccc(C(CC(=O)O)NC(=O)c2cccs2)cc1 (configuration not stated),-3.5,8.5,-19.7,1.8,-1.6,-0.6,-3.0,6.2,1.3
CCn1c2ccccc2c2cc(NC(=O)Cc3ccc(S(=O)(=O)N4CCOCC4)s3)ccc21,-6.4,36.2*,-24.8,3.7,10.4,0.0,-6.7,-1.2,0.2
CCOC(=O)c1ccc(NC(=O)Nc2ccc(Cl)cn2)cc1,5.6,-6.9,-32.8*,0.4,2.4,-0.1,-12.0,2.5,-1.8
Cc1ccc(-n2c(N)c(C(=O)N3CCCCC3)sc2=S)cc1,-4.0,17.7,-2.9,0.4,-3.0,0.3,-15.0,3.4,0.6

# Complete entries, looked up by structure. Order of values: D2 PAM | D2 antag | D1 antag | D1 agonist | TRHR PAM | TRHR agonist | RXFP1 antag | D1 PAM | D2 ag
# CCCCn1c(SCC(=O)Nc2ccc3c(c2)CCC3)nc2ccccc2c1=O is listed with 14.2 | -3.0 | -10.5 | 3.6 | 6.6 | -0.3 | -6.8 | -0.1 | -1.4
# CCOC(=O)c1ccc(N2C(=O)c3n[nH]c(C)c3C2c2ccc(OCC)cc2)cc1 (configuration not stated) is listed with 3.2 | x | 9.9 | 29.0 | 14.9 | 0.8 | x | 1.6 | -0.1
# COc1ccc2nc(CC(C)(C)CC(=O)O)c[n+]([O-])c2c1 is listed with 23.4 | 7.1 | 4.8 | 0.7 | 0.5 | -0.4 | -2.9 | -4.0 | 1.1

# New compounds follow:
SMILES,D2 PAM,D2 antag,D1 antag,D1 agonist,TRHR PAM,TRHR agonist,RXFP1 antag,D1 PAM,D2 ag
Cc1ccc(CNC(=O)c2cc(S(=O)(=O)N3CCOCC3)cn2C)cc1,-8.5,-4.1,1.9,4.6,-4.2,-0.2,-5.3,-5.0,-0.1
O=C(NCC1COc2ccccc2O1)C1CCN(S(=O)(=O)c2ccc(Cl)cc2)CC1 (configuration not stated),-4.9,5.1,-20.6,4.0,-5.0,-0.6,0.6,-2.2,0.1
Cc1cccc(C(=O)Nc2cccc(NC(=O)c3ccccc3)c2)c1,1.9,23.5,-8.0,0.8,0.1,-0.8,10.6,-3.4,-0.4
O=C(Nc1cccc(F)c1)C1CCN(S(=O)(=O)c2cccc3nonc23)CC1,0.3,24.6,-3.6,1.3,-3.1,0.2,1.0,3.2,0.9
Cc1cccc(N/C(N)=N/c2nc3c(c(=O)[nH]2)CCCC3)c1,-6.4,-28.3,-5.5,3.4,-0.9,0.8,-1.8,-3.6,-0.4
CCOCCn1ccc2c(OCC(=O)Nc3cc(C(F)(F)F)ccc3Cl)cccc2c1=O,x,x,x,-2.4,2.2,-0.2,x,1.2,0.4
COc1ccccc1CNC(=O)C1CCN(S(=O)(=O)c2cn(C)cn2)CC1,1.1,x,0.7,1.0,-2.5,1.1,1.7,-0.1,0.0
COc1ccc(-c2nc(S(=O)(=O)c3ccc(C)cc3)c(N3CCCCC3)o2)cc1,x,x,-10.5,3.6,-3.5,0.1,1.0,-0.2,0.2
CCCCCc1c(C)nc(N2CCc3ccccc3C2)[nH]c1=O,-13.6,31.9*,0.0,4.1,2.0,0.1,-0.2,-0.7,-1.7
COc1ccc2c3c(c(=O)oc2c1OCC(N)=O)CCCC3,0.2,2.0,12.0,0.2,8.4,-0.6,-1.5,1.1,-0.2
CC1(C)CC(=O)C2=C(C1)NC(=O)CC2C(=O)NCc1ccc(F)cc1 (configuration not stated),0.9,11.6,-2.5,1.8,-0.6,0.3,x,-0.3,0.4
O=C(NCCC(=O)N1CCN(c2ccccc2O)CC1)c1ccc(Br)cc1,4.5,-5.2,-1.5,0.9,-4.4,-1.1,6.1,-2.0,-0.4
CC(C)(C)Sc1nc(O)cc(=O)[nH]1,-19.2,7.9,7.6,0.3,4.0,0.4,1.2,1.2,0.2
O=C(NC1(C(F)(F)F)C(=O)Nc2c1c(=O)[nH]c(=O)n2Cc1ccccc1)c1ccc(Cl)cc1Cl (configuration not stated),-10.2,-7.0,-14.1,2.3,23.6,0.3,2.8,0.6,0.3
O=Nc1c(-c2ccccc2)cc2ccccn12,15.8,-16.2,-18.4,2.9,-3.4,-0.7,-6.2,0.1,1.6
O=C(NCc1cccc(F)c1)C1CCN(c2nc3ccccc3nc2C(F)(F)F)CC1,1.1,x,11.5,1.7,1.8,0.2,x,-0.5,0.0
Cc1ccc(C(C)C)c(OCC(=O)Nc2ccc(Cl)cn2)c1,-0.5,2.4,-7.0,9.0,-1.8,0.6,-14.5,9.3,0.6
COc1ccc(C(=O)NCC(=O)N/N=C(\C)Cc2ccccc2)cc1,-7.5,-11.7,1.7,4.8,-12.7,0.8,-3.7,-5.0,0.7
Oc1ccccc1/C=N/NC1=NCCCCC1,3.4,8.9,-13.7,1.7,-0.8,0.1,-4.6,2.6,-0.9
CCC(C)n1c(-c2cccc(S(=O)(=O)N3CCOCC3)c2)n[nH]c1=S (configuration not stated),-0.6,-22.3,22.3,0.8,-8.5,-0.5,-15.1,-4.7,-0.1

# Among those listed so far, 2 contain a thiophene ring, fused or not:
SMILES,D2 PAM,D2 antag,D1 antag,D1 agonist,TRHR PAM,TRHR agonist,RXFP1 antag,D1 PAM,D2 ag
CCOc1ccc(C(CC(=O)O)NC(=O)c2cccs2)cc1 (configuration not stated),-3.5,8.5,-19.7,1.8,-1.6,-0.6,-3.0,6.2,1.3
CCn1c2ccccc2c2cc(NC(=O)Cc3ccc(S(=O)(=O)N4CCOCC4)s3)ccc21,-6.4,36.2*,-24.8,3.7,10.4,0.0,-6.7,-1.2,0.2

# (next part)
molecule | D2 PAM | D2 antag | D1 antag | D1 agonist | TRHR PAM | TRHR agonist | RXFP1 antag | D1 PAM | D2 ag
O=C(NC1CCCC1)C1CC(=O)N(c2ccc(F)c(Cl)c2)C1 (configuration not stated) | 2.1 | 2.2 | -4.9 | 0.5 | 5.5 | -0.1 | 1.6 | 0.2 | -0.1
Clc1ccc2c(c1)C=Nc1c(NCc3ccccc3)ncnc1O2 | -2.3 | 3.4 | -8.9 | 0.5 | 1.5 | 0.3 | 2.0 | -2.2 | 0.3
C=CCn1c(-c2cccnc2)n[nH]c1=S | 1.3 | 15.8 | -9.7 | 4.8 | -3.9 | -0.3 | 1.9 | -3.2 | -2.5
Cc1ccsc1/C=C1/CN(C)Cc2c1nc1ccccc1c2C(=O)O | -4.7 | -11.3 | 0.8 | 1.8 | 4.5 | 0.8 | -14.5 | 2.1 | 0.0
Cc1cccc2cc(=O)[nH]c(C)c12 | -3.5 | -1.4 | -15.8 | 2.2 | 0.8 | 0.4 | 16.0 | -5.8 | -0.5
Cn1cnc(S(=O)(=O)Nc2cc(C(F)(F)F)ccc2N2CCOCC2)c1 | 4.2 | -2.7 | 1.2 | 1.2 | 3.0 | 0.3 | -5.7 | 1.6 | 1.0
CC1CCCCN1CCCNc1c(C=O)c(=O)[nH]c2ccccc12 (configuration not stated) | -3.8 | 3.8 | -2.0 | 4.2 | 1.6 | 2.1 | 4.6 | 0.5 | -1.1
Cc1ccc(Cn2c(N3CCN(C)CC3)nc3c2c(=O)[nH]c(=O)n3C)cc1 | -1.9 | -11.0 | 5.5 | 3.3 | -1.6 | 0.3 | 1.0 | -5.0 | 0.6
CN(C(=O)CSc1nc(C2CC2)n(-c2ccccc2)n1)C1CCS(=O)(=O)C1 (configuration not stated) | -5.5 | -1.7 | -3.2 | 0.8 | -4.5 | 0.0 | 3.3 | -0.9 | 0.1
O=C(Nc1cc(S(=O)(=O)N2CCOCC2)ccc1N1CCCC1)c1ccc(F)cc1 | -0.3 | 12.4 | 9.8 | 1.3 | -0.6 | -2.0 | -0.6 | 0.7 | 0.2
Clc1ccccc1Cn1nnc(-c2ccccc2)n1 | -9.5 | 12.1 | -35.0* | 17.6 | 1.8 | -0.6 | -33.9 | -11.9 | -0.7
OCCOc1ccc(C2=NCCO2)cc1 | 1.3 | -18.8 | 6.3 | 1.3 | 3.4 | 0.8 | -0.5 | -3.0 | -0.5
CCc1ccc(CCN2C(=O)c3ccccc3C2=O)nc1 | 0.6 | -8.2 | -9.1 | 1.6 | -1.4 | 0.1 | -14.3 | 2.6 | 0.0
CCN(CC)C(=O)Oc1ccc(Br)c2ccccc12 | -0.4 | -8.7 | -1.2 | 0.0 | -4.2 | -0.7 | -1.8 | 1.6 | -3.4

# Bioassay records from PubChem.
